# Source: PubChem
# HCV inh = HCV inhibition; Huh7.5.1 HCVcc-Cre infection, luciferase reporter, 44 h; Potency, µM (titrated, usually from 41.8 µM), without a hit: at the top dose activity change, negative = inhibition, hits mostly inhibitors; 3.4% of 340,000 active; also: potency is read from the fitted curve at half-maximal effect; % is scaled to controls: 0 for no effect and ±100 for the full control effect
#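 Infectious HCVcc-Cre (~0.5 moi) was added to cells just after compound, with cells seeded 4 h earlier at 1,000 per well. Luciferase activity after 44 h culture reported infection; substrate was incubated 15 min at room temperature before reading.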
# Cycloheximide cs = affects cycloheximide protein synthesis inhibition readout, counter-screen; 12% of 300,000 active; max response, %; cell reporter, cycloheximide protein synthesis inhibition counterscreen; in the data active = max response mostly above about 13%, no sharp cut-off; inactive = mostly below about 14%; also: read at 38.3 µM for the half of the compounds with a filed dose; 0% is about no effect
# Pf growth 48h = P. falciparum growth inhibition at 48 hours (one generation); P. falciparum luciferase growth in erythrocytes, 48 h; 5.9% of 310,000 active; AID 504832; Potency, µM (series often up to 28.7 µM), for inactives: at the top dose activity change, negative = inhibition, hits mostly inhibitors; also: potency is read from the fitted curve at half-maximal effect; % is scaled to controls: 0 for no effect and ±100 for the full control effect
#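 Here the parasites carry a stable luciferase gene and grow inside erythrocytes in Albumax-based RPMI medium with compound for one erythrocytic cycle. Activity is scored as loss of luminescent signal.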
# Shiga toxin inh = blocks Shiga toxin action in Vero cells | AID 2315 | Vero cells, Shiga toxin protein synthesis inhibition reporter | 9.2% of 290,000 active | inhibition, % at 38.7 µM; in the data active = inhibition mostly above about 28%, no sharp cut-off; inactive = mostly below about 43%; also: 0% is about no effect
# Tb PYK inh = blocks Trypanosoma brucei pyruvate kinase; TbPYK enzyme, Kinase-Glo Plus ATP luminescence, 45 min; Potency, µM (highest dose often 76.8 µM), for inactives: top-dose activity, negative = inhibition, actives largely listed as inhibitors; 0.12% of 410,000 active; also: potency is read from the fitted curve at half-maximal effect; % is scaled to controls: 0 for no effect and ±100 for the full control effect; nearly all actives have a fitted effect of over 50% in size
#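 In this concentration-response screen, enzyme-free wells defined baseline while DMSO plates tracked drift. Each reaction combined TbPYK, substrate, compound and 130 uM ADP for 45 min at room temperature. Kinase-Glo Plus luminescence gave the signal.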
# LmPK inh = blocks Leishmania mexicana pyruvate kinase activity | 0.37% of 290,000 active | AID 1721 | Q27686 | Potency, µM (top dose mostly 57.5 µM), without a hit: at the top dose activity change, negative = inhibition, actives largely listed as inhibitors | purified LmPK, Kinase-Glo ATP luminescence, 1 h; also: potency is read from the fitted curve at half-maximal effect; % is scaled to controls: 0 for no effect and ±100 for the full control effect
# Target sequence (Q27686 whole entry, looked up): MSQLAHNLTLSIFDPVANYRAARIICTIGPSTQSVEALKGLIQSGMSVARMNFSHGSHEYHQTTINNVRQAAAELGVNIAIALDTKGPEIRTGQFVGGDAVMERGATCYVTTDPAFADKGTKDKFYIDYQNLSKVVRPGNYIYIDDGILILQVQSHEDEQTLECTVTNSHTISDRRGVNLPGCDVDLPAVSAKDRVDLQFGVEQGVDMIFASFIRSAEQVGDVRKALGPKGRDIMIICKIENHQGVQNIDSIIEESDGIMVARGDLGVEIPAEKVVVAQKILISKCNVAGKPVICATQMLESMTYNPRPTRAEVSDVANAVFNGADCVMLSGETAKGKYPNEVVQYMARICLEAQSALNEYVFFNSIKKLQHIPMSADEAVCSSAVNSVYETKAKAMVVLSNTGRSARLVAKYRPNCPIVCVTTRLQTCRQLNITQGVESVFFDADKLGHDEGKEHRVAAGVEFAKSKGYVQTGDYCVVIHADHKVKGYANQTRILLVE
#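 qHTS format; LmPK 0.1 nM; substrates PEP 0.5 mM and ADP 0.1 mM. One-hour room-temperature incubation, then coupled luciferase luminescence; 0.5 nM enzyme wells mark activation.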
# Pf growth 96h = inhibits malaria parasite growth, 96 h | P. falciparum luciferase reporter growth, 96 h | Potency, µM (series often up to 28.7 µM), for the others: at the top dose activity change, negative = inhibition, most hits filed as inhibitors | 6.9% of 320,000 active | AID 504834; also: potency is read from the fitted curve at half-maximal effect; % is scaled to controls: 0 for no effect and ±100 for the full control effect
#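 Delayed-death screen, second-generation endpoint: infected erythrocytes, 2% hematocrit, 0.05% parasitemia final; 96 hours at 37 C, 5% CO2; luciferase detection reagent; luminescence decrease equals reduced growth.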
# An asterisk follows results filed as active; i = inactive; ? = inconclusive; nt = not tested or not shown; & = joins results of further samples; [ ] = another dose, or the depositor's remark. Unless noted, calls follow the shape of the dose curve; as a rule, active = well fitted curve in the direction sought with a large enough effect; inconclusive = small, poorly fitted or top-dose-only effect, or another doubt; inactive = no such curve, though single readings can be large; an effect the other way counts as inactive or inconclusive.
# The opening 4 entries as a preview:
No.	smiles	Pf growth 48h	HCV inh	LmPK inh	Tb PYK inh
1	CCCCC(=O)OCC(=O)Nc1ccc(OC(F)F)cc1	nt	5%	7%	-1%
2	CC(O)Cn1cnc2c1c(=O)n(C)c(=O)n2C (configuration not stated)	-22%	-1%[8.37 µM]	0%	1%
3	COc1ccc(C(C)(C)C)cc1S(=O)(=O)N1CCN(C)CC1	14%	-1%	0%	-2%
4	CCn1cc(C(=O)N2CCN(c3ccc(C(C)=O)cc3)CC2)c2cc(OC)c(OC)cc2c1=O	?	9%	10%	-28%&-9%

No.	Cycloheximide cs	Shiga toxin inh	Pf growth 96h
1	0	28	42%[activator]
2	-3	-11	11%
3	-1	-8	1%
4	2	-16	?

# Main list, from the first entry:
No.	smiles	Pf growth 48h	HCV inh	LmPK inh	Tb PYK inh
1	CCCCC(=O)OCC(=O)Nc1ccc(OC(F)F)cc1	nt	5%	7%	-1%
2	CC(O)Cn1cnc2c1c(=O)n(C)c(=O)n2C (configuration not stated)	-22%	-1%[8.37 µM]	0%	1%
3	COc1ccc(C(C)(C)C)cc1S(=O)(=O)N1CCN(C)CC1	14%	-1%	0%	-2%
4	CCn1cc(C(=O)N2CCN(c3ccc(C(C)=O)cc3)CC2)c2cc(OC)c(OC)cc2c1=O	?	9%	10%	-28%&-9%
5	CCC(=O)NC(c1cccc([N+](=O)[O-])c1)c1c(O)ccc2ccccc12 (configuration not stated)	?	-2%	12%	0%
6	CCCCCc1ccc(CC(=O)Nn2c(C)nc3ccccc3c2=O)cc1	nt	?	7%	-5%
7	CN=C(Nc1ccc(Cl)cc1)c1cccc(C(F)(F)F)c1	31%[activator]	7%	4%	5%
8	CCOc1cccc(CNCc2ccncc2)c1	-1%	1%	-13%	-9%
9	Cc1ccc(C(C)C)c(Oc2cnccn2)c1	3%	10%	-2%	7%
10	Cc1[nH]c2ccccc2c1/C=N/Nc1ccc([N+](=O)[O-])cc1	?	2µM*	-18%	-19%
11	Cn1c(C(=O)N[C@@H](C(=O)O)c2ccccc2)cc2cc(F)ccc21	nt	12%	0%	0%
12	CN1C2CCC1CC(OC(c1ccccc1)c1ccc(Cl)cc1)C2 (configuration not stated)	4.8µM*	nt	nt	-6%
13	COc1ccc(/C=C/C(=O)NCC2COc3ccccc3O2)cc1OC (configuration not stated)	2%	-23%	2%	3%
14	COc1ccc(CN2CCNC(=O)C2CC(=O)NCc2ccc(C)s2)c(OC)c1 (configuration not stated)	19%	-4%	1%	-5%
15	COc1ccccc1NC(=O)N1CCC(c2nc3ccccc3o2)CC1	12%	13%	17%	1%

No.	Cycloheximide cs	Shiga toxin inh	Pf growth 96h
1	0	28	42%[activator]
2	-3	-11	11%
3	-1	-8	1%
4	2	-16	?
5	-3	11	?
6	-1	14	7%
7	-2	9	55%[activator]
8	1	-5	25%
9	-6	-2	34%[activator]
10	19*	77*	-5%
11	18	26	48%[activator]
12	nt	nt	9%
13	8	12	45%[activator]
14	-1	-9	?
15	-1	-15	23µM*

# Whole records as entered above.
# Entry for CCC(=O)NC(c1cccc([N+](=O)[O-])c1)c1c(O)ccc2ccccc12 (configuration not stated) = Pf growth 48h = ?; HCV inh = -2%; LmPK inh = 12%; Tb PYK inh = 0%; Cycloheximide cs = -3; Shiga toxin inh = 11; Pf growth 96h = ?
# Entry for COc1ccc(/C=C/C(=O)NCC2COc3ccccc3O2)cc1OC (configuration not stated) = Pf growth 48h = 2%; HCV inh = -23%; LmPK inh = 2%; Tb PYK inh = 3%; Cycloheximide cs = 8; Shiga toxin inh = 12; Pf growth 96h = 45%[activator]

# Later entries
No.	smiles	Pf growth 48h	HCV inh	LmPK inh	Tb PYK inh
16	CCNc1nc(Oc2ccc(C(=O)OCC)cc2)nc(N2CCOCC2)n1	?	nt	10%	nt
17	Nn1c(SCc2ccccc2)nnc1-c1ccccn1	69%[activator]	2%	1%	nt
18	COc1ccc(-n2nnnc2SCC(=O)Nc2cccc(NC(C)=O)c2)cc1OC	5%	?	-9%	0%
19	O=C(Nc1ccc(N2CCCC2)c(Cl)c1)c1ccccc1[N+](=O)[O-]	15%	-22%	0%	-11%
20	CC(C)C[C@H](NC(=O)c1nc[nH]c1C(=O)NCc1ccccc1)C(=O)OCc1ccccc1	?	-6%	5%	5%
21	Cc1nnc(SCC(=O)N2CCCCCC2)n(N)c1=O	39%[activator]	31%[activator]	8%	4%
22	Cc1ccc(C2=NN(C(=O)CCC(=O)O)C(c3cn(-c4ccccc4)nc3-c3ccc(C)cc3)C2)cc1 (configuration not stated)	?	0%	-3%[11.5 µM]	6%
23	O=[N+]([O-])c1cnc2ccccc2c1	4%	20%	6%	3%
24	O=C(CN1CCCCCC1)NCc1ccccc1	4%	10%	0%	3%
25	O=C(CN1C(=O)NC2(CCCC2)C1=O)Nc1ccc(Cl)c(C(F)(F)F)c1	15%	-4%	1%	0%
26	COc1ccc2c(C)c(CC(=O)N3CCN(C(=O)C4COc5ccccc5O4)CC3)c(=O)oc2c1 (configuration not stated)	1%	?	5%	4%
27	CSc1ccc(Cl)c(C(=O)OCC(=O)N2CCOCC2)c1	30%	9%	-2%	4%
28	COc1ccc(C(C)NC(=O)c2ccccc2Br)cc1OC (configuration not stated)	17%	13%	-1%	-6%
29	Cc1csc(SCC(=O)NCc2cccc(Cl)c2)n1	0%	18%	9%	0%
30	Cc1cccc(-c2noc(-c3ccccc3C(=O)NCC3CCCO3)n2)c1 (configuration not stated)	76%[activator]	-21%	6%	-4%

No.	Cycloheximide cs	Shiga toxin inh	Pf growth 96h
16	4	-9	6%
17	30*	38*	48%[activator]
18	0	-5	-2%
19	27*	15	?
20	-2	-13	-25%
21	-8	-5	34%[activator]
22	-4	-4	-14%
23	-4	-5	?
24	-1	13	0%
25	-6	10	25%
26	-1	-3	?
27	-2	24	12%
28	-1	3	?
29	-2	-8	-9%
30	63*	143*	4%

# Next part:
No.	smiles	Pf growth 48h	HCV inh	LmPK inh	Tb PYK inh
31	CCN(CC)CCCN1C(=O)C(=O)/C(=C(/O)c2cc(C)ccc2C)C1c1cccnc1 (configuration not stated)	0%	2%	1%	0%
32	O=C1C=C(O)c2c(O)cccc2C1=O	-2%	nt	-7%	nt
33	COc1ccc(/C(N)=N/OC(=O)CC2CCCCC2)cc1OC	?	-18%	-1%	-6%
34	CC(C)C[C@H](NC(=O)c1[nH]cnc1C(=O)N[C@@H](C)C(=O)OC(C)(C)C)C(=O)OC(C)(C)C	7.4µM*	-26%	9%	10%
35	CC(=O)N1C=CN(C(C)=O)C(c2cn(C)c3ccccc23)C1c1cn(C)c2ccccc12 (configuration not stated)	3.3µM*	?	3%	7%
36	CCC(C)(C)n1nnnc1CN1CCN(c2nc3ccc(C)cc3cc2C#N)CC1	-6%	?	3%	3%
37	COc1ccc(CCNC(=O)COc2ccc([N+](=O)[O-])cc2)cc1	4%	-10%	-4%	-18%
38	CC(NC(=O)COC(=O)c1cc([N+](=O)[O-])ccc1N1CCOCC1)c1ccc(F)cc1 (configuration not stated)	?	?	nt	3%
39	c1ccc(CN2CCN(Cc3cn4cccnc4n3)CC2)cc1	1%	8%	2%	6%
40	Cc1cccc(/C=C/c2onc(C)c2S(=O)(=O)N2CCC(C(=O)NC(C)C)CC2)c1	?	5%	0%	-1%
41	C[C@@]12CCC=C[C@H]1[C@H](c1ccc(F)c(/C=C/c3ccccc3)c1)N(Cc1ccccc1)C2=O	?	32%[activator]	3%	4%
42	COCC1CCCCN1C(=O)c1ccc2oc(CCc3ccccc3)nc2c1 (configuration not stated)	26%	nt	11%	2%
43	O=C(COC(=O)c1ccccc1Cl)NCCC1=CCCCC1	67%[activator]	1%	-4%	2%
44	NC(=O)C1CN(C(=O)c2cccc(S(=O)(=O)N3CCc4ccccc43)c2)c2ccccc2O1 (configuration not stated)	8.3µM*	-18%	nt	4%
45	O=C(O)C1CC(=O)N(Cc2ccc(F)cc2)C1 (configuration not stated)	4%	?	-6%	3%

No.	Cycloheximide cs	Shiga toxin inh	Pf growth 96h
31	-4	5	nt
32	-1	-6	-19%
33	50*	55*	?
34	-3	-2	9.3µM*
35	-4	-4	80%[activator]
36	-2	-10	75%[activator]
37	-2	10	15%[5.75 µM]
38	nt	nt	-26%
39	5	96	?
40	2	-5	?
41	2	-7	?
42	37*	94*	?
43	31*	83*	34%[activator]
44	nt	nt	?
45	2	15	-42%

# Continued:
No.	smiles	Pf growth 48h	HCV inh	LmPK inh	Tb PYK inh
46	Cc1cccc(C)c1NC(=O)CSc1nnc(NC(=O)c2ccccc2C(=O)O)s1	0%	2%	-7%	1%
47	CCN(Cc1cc2ccccc2[nH]c1=O)C(=O)C(C)C	-2%	1%	-4%	-4%
48	CCOC(=O)c1cc(C(O)(C(F)(F)F)C(F)(F)F)c(/N=C/N(C)C)o1	?	-11%	16%	6%
49	Cc1[nH]c2ccccc2c1C(=O)CN1CCCCC1CCO (configuration not stated)	11%	2%	-3%	-1%
50	COc1c(C)cc(S(=O)(=O)N2CCCC2)c(C)c1C	13%	-28%	1%	-4%
51	Cn1c(=O)c2c(nc(CN3CCN(c4ccccc4F)CC3)n2CCN2CCOCC2)n(C)c1=O	?	8%&-6%	-2%	1%
52	O=C(COC(=O)CCS(=O)(=O)c1ccc(Cl)cc1)Nc1ncc(Cl)cc1Cl	?	8%	-6%	-3%
53	CCOC(=O)C1CCN(CC(=O)Nc2c(C(=O)OC)[nH]c3cccc(Cl)c23)CC1	-18%	-5%	10%	-1%
54	CCOC(=O)c1ccc(S(=O)(=O)NCCN(CC)CC)cc1	-19%	8%	3%	3%
55	Cc1c(N=C2SCC(=O)N2c2c(C)n(C)n(-c3ccccc3)c2=O)c(=O)n(-c2ccccc2)n1C	nt	19%	-2%	2%
56	Cn1ccnc1COc1ccc(C=O)cc1	6%	29%	-11%	-2%
57	O=[N+]([O-])c1ccccc1OC/C(=N\O)c1ccccc1	4%	0%	7%	-4%
58	CS(=O)(=O)N(CC(=O)N1CCN(Cc2ccc3c(c2)OCO3)CC1)c1ccc2c(c1)OCO2	-6%	6%	-11%	1%
59	Fc1ccc(-c2noc(-c3ccc4c(c3)CCO4)n2)cc1	144%[activator]	-1%	-10%	-3%
60	COc1ccc(-c2cc(CNS(=O)(=O)c3ccc(NC(C)=O)cc3)on2)cc1	-25%	21%	-3%	-1%
61	CCC1(C)Cc2sc3c(=O)[nH]c(=S)[nH]c3c2CO1 (configuration not stated)	-6%	3%	-2%	-20%
62	C=CCSc1nc(N)cc(=O)[nH]1	-2%	18%	-2%	1%

No.	Cycloheximide cs	Shiga toxin inh	Pf growth 96h
46	-2	2	?
47	-3	-21	0.93µM*
48	-4	-4	14%
49	-3	-6	-34%
50	5	27	nt
51	-3	-1	-23%
52	-2	-10	-23%
53	-4	-10	-3%
54	-1	-12	24%
55	-3	-11	40%[activator]
56	-2	-6	-26%
57	15*	41*	61%[activator]
58	-3	23	9%
59	56*	77*	i
60	-3	11	?
61	23	25	66%[activator]
62	14	-8	-13%

# No enrichment for hits; about 24% have a hit in one of these screens.
